Screening results deposited in PubChem by Johns Hopkins Ion Channel Center.
TMEM16A act: TMEM16A chloride channel activators or potentiators, primary screen, cell-based, HTS | HEK293 TMEM16A/YFP-H148Q/I152L, iodide quench fluorescence; hits give low values | B-score at 10 µM | 0.3% of 340,000 active | AID 623877, 2012;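 active = fluorescence-ratio B-score plate-corrected deviation score at least 3 library SD below zero, with starting fluorescence score within 5 deviations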;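 note: channel opened by trigger with iodide after compound preincubation; score built on the fluorescence ratio of max minus min over baseline; more negative score means more quench and so TMEM16A activation or potentiation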
Target sequence (Q8BHY3 whole entry, looked up): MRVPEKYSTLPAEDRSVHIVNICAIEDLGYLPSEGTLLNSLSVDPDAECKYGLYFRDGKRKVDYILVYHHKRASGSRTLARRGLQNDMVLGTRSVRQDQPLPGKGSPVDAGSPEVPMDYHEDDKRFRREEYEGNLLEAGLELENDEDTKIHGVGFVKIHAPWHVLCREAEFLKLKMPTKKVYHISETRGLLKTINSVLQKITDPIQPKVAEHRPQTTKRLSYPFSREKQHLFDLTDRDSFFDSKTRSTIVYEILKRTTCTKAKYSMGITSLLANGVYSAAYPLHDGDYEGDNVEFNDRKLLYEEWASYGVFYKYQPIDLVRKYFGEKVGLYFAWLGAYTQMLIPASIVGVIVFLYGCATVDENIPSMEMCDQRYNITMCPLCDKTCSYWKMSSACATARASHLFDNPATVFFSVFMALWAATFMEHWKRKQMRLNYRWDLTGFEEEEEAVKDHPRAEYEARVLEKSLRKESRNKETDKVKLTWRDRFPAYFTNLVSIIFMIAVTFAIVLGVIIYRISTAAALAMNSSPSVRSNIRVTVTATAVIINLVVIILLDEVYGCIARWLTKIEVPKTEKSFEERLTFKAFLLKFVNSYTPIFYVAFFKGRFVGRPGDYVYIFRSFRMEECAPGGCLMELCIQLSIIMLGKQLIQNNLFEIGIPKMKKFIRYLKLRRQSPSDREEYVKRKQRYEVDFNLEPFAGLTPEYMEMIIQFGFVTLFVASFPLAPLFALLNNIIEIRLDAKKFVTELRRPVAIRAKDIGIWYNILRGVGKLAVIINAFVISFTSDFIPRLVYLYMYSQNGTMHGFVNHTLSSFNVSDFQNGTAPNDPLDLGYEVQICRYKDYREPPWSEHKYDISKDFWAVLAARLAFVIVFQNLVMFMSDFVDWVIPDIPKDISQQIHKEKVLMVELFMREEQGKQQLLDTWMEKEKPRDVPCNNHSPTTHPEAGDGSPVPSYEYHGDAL
MrgX1 allo act: positive allosteric modulators of MrgX1, primary screen, HEK293 cells, Fluo-4 calcium flux; 0.63% of 310,000 active; AID 588675, 2011; FDSS; hits give high values; B-score at 10 µM;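 active = plate-corrected calcium response at least 3 library SD above typical, normal starting fluorescence, not activating the receptor alone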;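 note: compound read alongside a low EC10 to EC30 dose of BAM8-22 agonist; peak minus trough fluorescence over baseline measured at the second addition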
KCNQ1 pot: potentiators or activators of KCNQ1 channel, primary screen, cell-based, thallium flux, high-throughput; Potassium voltage-gated channel subfamily KQT member 1 (Homo sapiens), P51787; CHO-K1 KCNQ1, thallium flux FluxOR fluorescence; hits give high values; B-score at 10 µM; 0.35% of 310,000 active; AID 2648, 2010;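 active = fluorescence ratio B-score, a plate-corrected score, at least three library SD, with initial intensity B-score within 5 SD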
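Schedule – 37 °C overnight plating, 90-min dark dye load, 20-min compound pretreatment · System – stable KCNQ1 CHO-K1 line · Probe or stimulus – thallium- and potassium-containing depolarizing buffer · Measured by – kinetic FluxOR fluorescence, 10 s baseline plus 110 s post-stimulus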
KCNQ1 block: inhibitors of human KCNQ1 channel, primary screen, cell-based, thallium flux, high-throughput | Potassium voltage-gated channel subfamily KQT member 1 (Homo sapiens), P51787 | CHO-K1 KCNQ1, FluxOR thallium flux fluorescence; hits give high values | B-score at 10 µM | 1.3% of 310,000 active | AID 2642, 2010;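 active = compounds whose thallium flux B-score, printed positive for inhibition, exceeds three library SD while starting fluorescence stays within three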;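 note: channel opened by potassium depolarization with thallium stimulus after 20 min compound exposure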
KCNK9 block: KCNK9 potassium channel inhibitors, primary screen, HEK293 cells, thallium flux; FluxOR thallium flux fluorescence; hits give low values; Potassium channel subfamily K member 9 (Homo sapiens), Q9NPC2; B-score at 10 µM; 1.2% of 310,000 active;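 active = ratio B-score over 3 SD below the library mean, with starting fluorescence within 5 SD of its mean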;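 note: negative B-score means less thallium flux so channel inhibition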
RGS4 act: RGS4 potentiators or activators, primary screen, cell-based, HEK293 M3R inducible RGS4, calcium flux | carbachol calcium flux Fluo4; hits give low values | B-score at 10 µM | 0.92% of 310,000 active;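 active = B-score of the integrated calcium signal more than 4 SD below the library mean, with starting fluorescence not abnormally high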;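 note: negative B-score means reduced calcium response which marks RGS4 activation or potentiation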
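Material: Inducible-RGS4 HEK293 cells carrying M3 receptor; also added: carbachol at ECmax as muscarinic agonist stimulus; incubation: compound preincubation 20 min at room temperature before agonist; signal: Fluo4-AM (2 µM) calcium-flux fluorescence, kinetic read; measure: integrated calcium ratio converted to B score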
KCNK3 block: human KCNK3 channel inhibitors, primary screen, CHO cells, FluxOR thallium flux, B-score; Potassium channel subfamily K member 3 (Homo sapiens), O14649; FluxOR fluorescence; hits give low values; B-score at 10 µM; 0.84% of 340,000 active;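 active = B-score under library mean minus 4 SD, starting fluorescence ratio at most library mean plus 5 SD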;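 note: more negative B-score means stronger inhibition of thallium flux through KCNK3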
RGS4 inh: RGS4 inhibitors, primary screen, cell-based, HEK293 M3R inducible RGS4, calcium flux; Regulator of G-protein signaling 4 (Homo sapiens), P49798; Fluo-4 calcium flux; hits give high values; triggered by carbachol at its EC20; B-score at 10 µM; 0.45% of 310,000 active; AID 463165, 2010;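 active = B-score, a plate-corrected calcium signal, over three deviations above library mean, with baseline fluorescence within five deviations of library mean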;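 note: RGS4 expression induced by doxycycline in cells with stable M3 receptor; B-score is computed from the integrated fluorescence ratio over baseline after carbachol; higher B-score means a larger calcium signal and so more RGS4 inhibition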
MrgX1 ag: agonists of human MrgX1 receptor, primary screen, HEK293 cells, Fluo-4 calcium flux | 0.44% of 310,000 active | B-score at 10 µM | Mas-related G-protein coupled receptor member X1 (Homo sapiens), Q96LB2 | AID 588627, 2011 | Fluo-4 calcium fluorescence, agonist mode; hits give high values;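 active = calcium response B-score plate-corrected fluorescence ratio at least 3 library SD, with starting fluorescence B-score inside 5 SD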
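Material – MrgX1-expressing HEK293 cells · Input – 15,000 cells seeded per well · Dosing – compound as first of three additions · Times – overnight seeding, then 1 h dark dye loading · Measured by – kinetic Fluo-4 NW fluorescence of intracellular calcium · Read-out – B-scored fluorescence response ratio · Benchmarks – positive and negative control wells on each plate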
TMEM16A inh: TMEM16A chloride channel inhibitors, primary screen, cell-based, HTS | AID 588511, 2011 | HEK293 TMEM16A/YFP iodide influx fluorescence, ionomycin | Anoctamin-1 (Mus musculus), Q8BHY3 | 1.2% of 310,000 active | normalized B-score (activity score, 25-100; higher = stronger inhibition) at 10 µM;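 active = ratio plate-corrected score three or more library SD toward inhibition, starting fluorescence score within five deviations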;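 note: score derived from kinetic fluorescence span divided by baseline fluorescence per well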
hERG rescue: hERG rescue from dofetilide block, primary screen, cell-based, CHO-hERG, FluxOR thallium flux, dofetilide IC70; Voltage-gated inwardly rectifying potassium channel KCNH2 (Homo sapiens), Q12809; dofetilide IC70 present; activation (rescue from dofetilide block), less the hit threshold, % at 10 µM; 0.51% of 310,000 active;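 active = activation above the mean of controls blocked by dofetilide plus 5 SD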;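 note: thallium influx through hERG after potassium depolarization seen as dye fluorescence rise; in these data hits start at about 4.7%; inactives centre near -7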
* = called active by the depositor; i = inactive; · = no result given.

SMILES	TMEM16A act	MrgX1 allo act	KCNQ1 pot	KCNQ1 block	KCNK9 block	RGS4 act	KCNK3 block	RGS4 inh	MrgX1 ag	TMEM16A inh	hERG rescue
Brc1ccc(COc2ncnc3ccccc23)cc1	i	i	i	9*	i	i	i	i	i	i	-9
Cn1cnnc1SCC(=O)Nc1cccc(S(=O)(=O)N2CCOCC2)c1	i	i	i	i	i	i	i	i	i	i	-12
O=C(NC1CCCCCCC1)c1c(Cl)cccc1Cl	i	i	i	i	i	i	i	i	i	i	-9
COc1cc(C)ccc1OCc1cc(C(=O)N(Cc2nccn2C)C(C)C)no1	i	i	i	i	i	i	i	i	i	i	-7
Cc1cccc(NC(=O)c2cccc(S(=O)(=O)N3CCCCC3)c2)c1	i	i	i	i	i	i	i	i	i	i	-4
O=C(NCc1ccccc1)c1onc(CSc2ccccc2)c1C(=O)NCC1CC1	i	i	i	i	i	i	i	i	i	i	-6
CC(CN1CCCC1)OC(=O)c1cccc(F)c1 (stereo not drawn)	i	i	i	i	i	i	i	i	i	i	-1
Cc1ccccc1NC(=O)c1cccc(S(C)(=O)=O)c1	i	i	i	i	i	i	i	i	i	i	-1
COc1ccc(N2CCC(CNC(=S)Nc3ccc(C)cc3C)C2)cc1 (stereo not drawn)	i	i	i	i	i	i	i	i	i	i	-13
COc1ccc(CNC(=O)C2CCC(CNS(=O)(=O)c3cccc4nsnc34)CC2)cc1 (stereo not drawn)	i	i	i	i	i	i	i	i	i	i	-10
COc1ccc(-c2csc(NC(=O)Cc3cccc4ccccc34)c2C(=O)O)cc1	i	·	i	i	i	i	i	i	·	·	-7
O=C(CCCn1c(=S)[nH]c2cc3c(cc2c1=O)OCO3)NC1CC1	i	i	i	i	i	i	i	i	i	i	-7
CCOC(=O)CC(NC(=O)c1ccc(C)cc1)c1ccc(OC)cc1 (stereo not drawn)	i	i	i	i	i	i	i	i	i	i	-9
O=C(O)CCCCCN1C(=O)CCC1=O	i	i	i	i	i	i	i	i	i	i	-9
CC1(C)CC(=O)C2=C(C1)OC(N)=C([N+](=O)[O-])C2c1ccc(F)cc1 (stereo not drawn)	i	i	i	i	i	i	i	i	i	i	-7
N#C/C(N)=C(/C#N)N=Cc1cccc(Cl)c1	i	i	i	i	i	i	i	i	i	i	-4
Cc1ccc(-c2nn3c(C)nnc3s2)cc1N	i	i	i	i	i	i	i	i	i	100*	-7
COc1ccc(Nc2nc(-c3ccncc3)nc3ccccc23)cc1	i	i	i	i	i	i	i	i	i	i	-7
COc1ccc(-c2cc(C(F)(F)F)n3nc(C(=O)Nc4c(C)n(C)n(-c5ccccc5)c4=O)c(Cl)c3n2)cc1	i	i	i	i	i	i	i	i	i	i	-4
OC(Cc1nc2ccccc2[nH]1)c1ccccc1Cl (stereo not drawn)	i	i	i	i	i	-8.2*	i	i	i	i	-11

Reprinted at random: two records from the list, in no set order.
SMILES	TMEM16A act	MrgX1 allo act	KCNQ1 pot	KCNQ1 block	KCNK9 block	RGS4 act	KCNK3 block	RGS4 inh	MrgX1 ag	TMEM16A inh	hERG rescue
Brc1ccc(COc2ncnc3ccccc23)cc1	i	i	i	9*	i	i	i	i	i	i	-9
OC(Cc1nc2ccccc2[nH]1)c1ccccc1Cl (stereo not drawn)	i	i	i	i	i	-8.2*	i	i	i	i	-11

Next part:
SMILES	TMEM16A act	MrgX1 allo act	KCNQ1 pot	KCNQ1 block	KCNK9 block	RGS4 act	KCNK3 block	RGS4 inh	MrgX1 ag	TMEM16A inh	hERG rescue
CSc1nc(C)c2c(n1)N(c1ccc(F)cc1)CC2	i	i	i	i	i	i	i	i	i	i	0
CCCCn1c(N)c(N(CC(C)C)C(=O)C2CCCO2)c(=O)[nH]c1=O (stereo not drawn)	i	i	i	i	i	i	i	i	i	i	-8
O=C(NC1=NCCS1)c1cc2ccccc2o1	i	i	i	i	i	i	i	i	i	i	-11
C=C(C)CCOC(=O)C(CC(=O)O)NCc1ccco1 (stereo not drawn)	i	i	i	i	i	i	i	i	i	i	-13
CCOc1ccc(S(=O)(=O)N2CCCC(C(=O)N3CCN(CC)CC3)C2)cc1Cl (stereo not drawn)	i	i	i	i	i	i	i	i	i	i	-3
COC(=O)c1ccc(OC)c(CN2CCCN(Cc3cc(C)ccc3C)S2(=O)=O)c1	i	i	i	i	-17*	i	i	i	i	i	-5
O=C(CC1C(=O)NCCN1Cc1ccccc1)NCCC1=CCCCC1 (stereo not drawn)	i	i	i	i	i	i	i	i	i	i	-8
Cc1cc(NC(=O)c2ccc(NC(=O)C3CC3)cc2)no1	i	i	i	i	i	i	i	i	i	i	-10
O=C(Nc1sc2c(c1C(=O)NCCO)CCCC2)c1ccco1	i	i	i	i	i	i	i	i	i	i	-13
CCN(CC(=O)Nc1cc(S(=O)(=O)N2CCOCC2)ccc1C)Cc1ccccc1	i	i	i	i	i	i	i	i	i	i	-11
O=C(COc1ccccc1[N+](=O)[O-])N/N=C/c1cccc(OC(=O)c2ccc3c(c2)OCO3)c1	i	i	i	i	i	i	i	i	i	i	-10
CCOc1ccc(-n2c(C)c(C(C)=O)c(C(C)=O)c2C)cc1	i	i	i	i	i	i	i	i	i	i	-4
CC(=O)Nc1nc(C)c(-c2csc(Nc3ccc(S(N)(=O)=O)cc3)n2)s1	i	i	i	i	i	i	i	i	i	i	-15
Cc1ccc(NC(=O)c2ccc(Cn3cc(Br)cn3)o2)cc1	i	i	i	i	i	i	i	i	i	i	-10
CCOCC(O)CNC(=O)c1ccc(OC2CCN(C(=O)c3cccnc3)CC2)cc1 (stereo not drawn)	i	i	i	i	i	i	i	i	i	i	-5
COc1ccc(OCCC(=O)OCC(=O)NCc2ccc(F)cc2)cc1	i	i	i	i	i	i	i	i	i	i	-12
O=C(NCCN1CCOCC1)c1c(F)c(F)c(F)c(F)c1F	i	i	i	i	i	i	i	i	i	i	-13
COCCN(C(=O)CSc1nnc(C)n1-c1ccccc1)c1c(N)n(Cc2ccccc2)c(=O)[nH]c1=O	i	i	i	i	i	i	i	i	i	i	-8
CC(=O)Nc1cccc(NC(=O)C2CC3CCC2C3)c1 (stereo not drawn)	i	i	i	i	i	i	i	i	i	i	4
Nn1c(SCc2ccc(F)cc2)nnc1-c1cccnc1	i	i	i	i	i	i	i	i	i	i	-4
Cc1cc(O)c(C(=O)Nc2cccc(Cl)c2)c(=O)n1C	i	i	i	i	i	i	i	i	i	i	-8
CCN(CC)CCN1C(=O)c2oc3ccccc3c(=O)c2C1c1ccccc1 (stereo not drawn)	i	i	i	i	i	i	i	i	i	i	-12
Oc1ccccc1/C=N/n1c(COc2ccccc2)n[nH]c1=S	i	6.6*	i	i	i	i	i	i	i	i	-15
COc1cc(CNc2ncc(-c3ccc(Br)cc3)n2C)cc(OC)c1OC	i	i	i	i	i	i	i	i	i	i	-10
CCn1nnc2cc(C(=O)Nc3cc(S(C)(=O)=O)ccc3Cl)ccc21	i	i	10*	i	i	i	i	i	i	i	-13
S=C(Nc1ccc(CN2CCCCC2)cc1)Nc1cccc(Cl)c1Cl	i	i	i	i	i	i	i	i	i	i	-16
Cc1nc(NC(=O)C2CC3CCCC(C2)C3=O)sc1C (stereo not drawn)	i	i	i	i	i	i	i	i	i	i	-3
COc1ccc(NC2=C(C)C(=O)CC2)cc1	i	i	i	i	i	i	i	i	i	i	-9
CC1(C)CC(=O)C2=C(C1)N(CCN1CCOCC1)C1=C(C(=O)CC(C)(C)C1)C2c1ccc(Cl)c([N+](=O)[O-])c1	i	i	i	i	i	i	i	i	i	i	-14
CCOC(=O)C1=C(C)N(CCCC(=O)O)C(=O)NC1c1ccccc1OS(=O)(=O)c1ccccc1[N+](=O)[O-] (stereo not drawn)	i	i	i	i	i	i	i	i	i	i	-5
Cc1ccn2c(Nc3ccccc3C)c(-c3cccnc3)nc2c1	i	i	i	i	i	i	i	i	i	i	-10
O=C(CCc1nc2ccccc2c(=O)[nH]1)NNC(=O)COc1ccccc1Cl	i	i	i	i	i	i	i	i	i	i	-11
Cc1ccc(C(C)C)c(OCCN2CCc3ccccc3C2)c1	i	i	i	i	i	i	-9.7*	i	i	i	0
O=C1C2C3C=CC(CC3)C2C(=O)N1c1ccc(F)cc1 (stereo not drawn)	i	i	i	i	i	i	i	i	i	i	-7
CCCc1nn2c(=O)cc(O)nc2s1	i	i	i	i	i	i	i	i	i	i	-4
Clc1ccccc1/C=C/C=N/Nc1nc(N2CCOCC2)nc(N2CCOCC2)n1	i	i	i	i	i	i	-10*	i	i	i	-19
O=C(NCCCN1CCOCC1)C(=O)N/N=C/c1ccccc1	i	i	i	i	i	i	i	i	i	i	-12
COc1ccc(C(=O)NCc2ccc3c(c2)OCO3)c(OC)c1	i	i	i	i	i	i	i	i	i	i	-4
O=Cc1c(Cl)nc2ccccn2c1=O	i	i	i	i	i	i	i	4.8*	i	i	-14
Nc1nonc1C(=O)N/N=C\c1cc2c(cc1Cl)OCO2	i	i	i	i	i	i	i	i	i	i	-12
CCN(CC)C(=O)CSc1ncnc2sc(-c3ccccc3)cc12	i	i	i	i	i	i	i	i	i	i	-19
C=CCn1c(SCC(=O)Nc2ccccc2)nc2scc(-c3cccs3)c2c1=O	i	i	i	i	-11*	i	-9.5*	i	i	i	-5
Cc1ccc(S(=O)(=O)NC(=O)Nc2ccccc2)cc1	i	i	i	i	i	i	i	i	i	i	-15
COc1ccc(-c2csc(NC(=O)C3CCN(c4ncnc5sc(C)c(C)c45)CC3)n2)cc1OC	i	i	i	9*	i	i	i	i	i	i	-16

Outcome played no part in choosing rows; any-hit rate near 6.3%.
